Screening data from PubChem BioAssay.
DSG3 Ab inh: blocks pemphigus antibody binding to human desmoglein-3 | binding (percent of control), % at 10 µM | AID 588358 | actives 0.48% (n = 310,000) | DSG3-coupled beads, scFv-anti-DSG3-GFP binding, flow cytometry; stronger effect = lower value | P32926;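 active = binding more than 3 SD below its plate's average and above zero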;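 note: hits lower antibody fragment binding to DSG3; some compounds called inactive have numbers as strong as hits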
V-ATPase pHluor: yeast V-ATPase proton transport regulation by pHLuorin. actives 0.37% (n = 350,000). response, % at 10 µM. AID 504577. S. cerevisiae, pHLuorin cytosolic pH fluorescence; in the data active = response mostly above about 7.3%, no sharp cut-off; inactive = mostly below about 5.4%; note: actives read high; inactives centre near 0; some compounds called inactive have numbers as strong as hits; reference of the scale not given here
C-LANA FP: blocks KSHV LANA C-terminal domain binding to DNA; MBP-C-LANA/FAM-LBS DNA binding, fluorescence polarization; inhibition, % at 9 µM; actives 0.078% (n = 340,000);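 active = highest replicate inhibition at or above 60% at 9 µM, even if other replicates fall short; inactive = all replicates below 60% inhibition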;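 note: 0% = neutral control wells and 100% = 4 µM acridine orange control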
Keap1-Nrf2 PPI: Keap1-Nrf2 (human) interaction inhibition | inhibition, % at 9.4 µM | Keap1 Kelch-Nrf2 peptide fluorescence polarization, 1536-well | actives 0.15% (n = 340,000) | AID 504523; in the data active = inhibition above about 12%;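 note: human Keap1 Kelch domain with fluorescein labeled Nrf2 9mer peptide probe; 0% = neutral control wells and 100% = peptide positive control; higher means more block of Keap1 binding to Nrf2 peptide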
Wnt act: activators of Wnt/beta-catenin signaling; AID 743398; Wnt/beta-catenin reporter cell assay, activator, plate reader; activation, % at 9.35 µM; actives 1.2% (n = 300,000); in the data active = activation above about 30%, passing the limit was not always enough;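 note: 0% = neutral control wells and 100% = positive control wells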
MOR-DOR inv ag: inverse agonists of human mu-delta opioid receptor heterodimerization; inhibition, % at 9.3 µM; P35372+P41143; actives 0.21% (n = 340,000); AID 504357; cell-based MOR-DOR heterodimer luminescence, inverse agonism; in the data active = inhibition above about 22%, passing the limit was not always enough;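 note: 0% = cells with DMSO and 100% = wells without cells with DMSO; values of inactives mirror those of a sister screen read the other way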
Target sequence (P35372 whole entry, looked up): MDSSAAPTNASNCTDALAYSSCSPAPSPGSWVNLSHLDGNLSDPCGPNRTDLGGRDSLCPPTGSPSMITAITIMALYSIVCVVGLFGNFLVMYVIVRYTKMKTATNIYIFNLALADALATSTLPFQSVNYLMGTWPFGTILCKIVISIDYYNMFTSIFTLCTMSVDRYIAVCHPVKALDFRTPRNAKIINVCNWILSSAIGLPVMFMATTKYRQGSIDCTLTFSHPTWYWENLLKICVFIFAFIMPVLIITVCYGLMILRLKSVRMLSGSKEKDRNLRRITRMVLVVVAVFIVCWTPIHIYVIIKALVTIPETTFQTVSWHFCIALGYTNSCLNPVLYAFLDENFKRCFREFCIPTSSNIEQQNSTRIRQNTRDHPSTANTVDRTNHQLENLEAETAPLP
Target sequence (P41143 whole entry, looked up): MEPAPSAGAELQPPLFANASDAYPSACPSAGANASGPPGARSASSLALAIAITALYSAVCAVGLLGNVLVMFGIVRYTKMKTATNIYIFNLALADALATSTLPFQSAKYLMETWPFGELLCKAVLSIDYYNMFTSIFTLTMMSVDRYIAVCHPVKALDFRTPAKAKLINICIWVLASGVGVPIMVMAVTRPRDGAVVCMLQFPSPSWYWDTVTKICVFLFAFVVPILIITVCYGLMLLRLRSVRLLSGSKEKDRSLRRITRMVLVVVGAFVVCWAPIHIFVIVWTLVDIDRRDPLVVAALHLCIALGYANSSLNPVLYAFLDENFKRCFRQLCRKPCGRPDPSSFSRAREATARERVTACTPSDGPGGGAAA
RTF Ca sens inh: cardiac RTF calcium desensitization | P19429+P45379 | IANBD-labeled cardiac RTF, Ca2+ fluorescence | inhibition, % at 7.15 µM | actives 0.12% (n = 340,000);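 active = inhibition above the mean inhibition of all tested compounds plus 3 SD, cut at about 17% in these data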;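 note: assay run at fixed EC70 calcium of 1.6 mM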
Arrestin-AP2 inh: blocks beta-arrestin peptide binding to AP2 adaptin | FITC-arrestin peptide / GST-AP2 beads, flow cytometry; AP2 beta2 appendage carries R879A mutation | inhibition, % at 10 µM | actives 0.31% (n = 340,000);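 active = inhibition above a set limit, near 3 SD of compounds lacking own fluorescence, cut at about 54% in these data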;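 note: plate controls were DMSO wells for no effect and 5 µM unlabelled arrestin peptide for full effect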
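System: GST-AP2 R879A glutathione beads. Medium: PBS with 0.05% Tween 20 and 0.1% BSA. Also added: FITC-arrestin peptide, 50 nM. Incubation: 12 min plus 1 h, RT. Measured by: high-throughput flow cytometry of beads, ex 488, em 535 nm. Evaluation: percent drop in bead-associated FITC signal.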
cardiac RTF act: cardiac RTF calcium sensitization. P19429+P45379. IANBD-labeled TnC RTF fluorescence at EC20 calcium; 0% EC20 calcium, 100% full calcium. activation, % at 7.2 µM. actives 0.24% (n = 340,000). AID 493008;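 active = activation above the mean over all tested compounds plus 3 SD, cut at about 30% in these data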;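 note: rise in fluorescence read as greater calcium sensitivity of cardiac thin filaments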
OPRM1-OPRD1 ag: agonists of human mu-delta opioid receptor heterodimerization; actives 0.3% (n = 340,000); cells, OPRM1-OPRD1 heterodimerization, luminescence; P35372+P41143; activation, % at 9.3 µM; AID 504326; in the data active = activation above about 18%;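 note: 0% = vehicle-treated cells and 100% = reference agonist; values of inactives mirror those of a sister screen read the other way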
Active calls of the source: *; . = no result given. Not a hit list; any-hit rate near 3.1%.

SMILES | DSG3 Ab inh | V-ATPase pHluor | C-LANA FP | Keap1-Nrf2 PPI | Wnt act | MOR-DOR inv ag | RTF Ca sens inh | Arrestin-AP2 inh | cardiac RTF act | OPRM1-OPRD1 ag
Cc1ccc(SCCCCN2CCOCC2)cc1 | 50* | -3 | -1.0 | -4 | -1 | 17 | 3 | 5 | -5 | -3.6
CCOC(=O)CN1CC23C=CC(O2)C(C(=O)O)C3C1=O (centres undefined) | 105 | -2 | -1.4 | -4 | 0 | 8 | -7 | 7 | 1 | -1.7
CCn1cnc2cc(NCc3ccc(Cl)cc3)ccc21 | 91 | -1 | 0.7 | -4 | 34* | 14 | -5 | 30 | -2 | -2.7
NC(=O)CSc1nc2c(sc3ccccc32)c(=O)n1CCCN1CCOCC1 | 112 | -1 | -1.3 | -2 | -8 | 14 | -5 | 3 | 9 | -2.3
COc1ccc(CCNc2nc(C)cc(C)c2C#N)cc1OC | 101 | -1 | 0.0 | -6 | 6 | -3 | -1 | 1 | 3 | 0.7
N=C(N1CCCc2ccccc21)N1CCCc2ccccc21 | 107 | -1 | -1.1 | -7 | -2 | 13 | 0 | -6 | 2 | -2.5
CC(=O)c1ccc(NC(=O)C(C)NCc2ccc(Cl)cc2)cc1 (centres undefined) | 108 | 1 | 0.4 | -7 | 0 | 3 | 0 | 2 | 9 | -0.7
O=c1oc(CCCO)cc2ccc(C#Cc3cccnc3)cc12 | 107 | -2 | -0.6 | 0 | 22 | -17 | -6 | 5 | -2 | 3.0
CN(C)CCN(C(=O)c1ccc(C(=O)c2ccccc2)cc1)c1nc2cc3c(cc2s1)OCCO3 | . | -2 | 1.0 | -4 | 10 | 13 | 6 | -2 | -3 | -2.3
Cc1cc(Cl)ccc1N1C(=O)CC(NNC(=O)c2cccnc2)C1=O (centres undefined) | 85 | -3 | . | 1 | 2 | 10 | -7 | 10 | 6 | -1.9
CC(C)CN(C(=O)COc1ccc(C(C)(C)C)cc1)C1CCS(=O)(=O)C1 (centres undefined) | 98 | 0 | 0.6 | -5 | 5 | 11 | 0 | 0 | -2 | -2.0
CN1CCCCCC1=Nc1ccccc1C#N | 103 | 4 | 0.3 | -2 | . | 7 | -3 | -9 | -4 | -1.6
CC1(C)CC(OC(=O)c2ccco2)CC(C)(C)N1O | 104 | -2 | 1.7 | -3 | . | 7 | -4 | -7 | -4 | -1.6
C(=N\n1cnnc1)/c1ccc(OC2CSC2)cc1 | 104 | -1 | 1.5 | -3 | 0 | 4 | -10 | -2 | 9 | -0.7
Cc1nn2c(-c3ccc(S(=O)(=O)N4CCN(CCO)CC4)o3)nnc2c2ccccc12 | . | 1 | -1.0 | 2 | 0 | 23 | -1 | -5 | 1 | -4.5

Full records from above. Order of screens: DSG3 Ab inh	V-ATPase pHluor	C-LANA FP	Keap1-Nrf2 PPI	Wnt act	MOR-DOR inv ag	RTF Ca sens inh	Arrestin-AP2 inh	cardiac RTF act	OPRM1-OPRD1 ag
CCOC(=O)CN1CC23C=CC(O2)C(C(=O)O)C3C1=O (centres undefined) reads 105	-2	-1.4	-4	0	8	-7	7	1	-1.7
CCn1cnc2cc(NCc3ccc(Cl)cc3)ccc21 reads 91	-1	0.7	-4	34*	14	-5	30	-2	-2.7

(more compounds)
SMILES | DSG3 Ab inh | V-ATPase pHluor | C-LANA FP | Keap1-Nrf2 PPI | Wnt act | MOR-DOR inv ag | RTF Ca sens inh | Arrestin-AP2 inh | cardiac RTF act | OPRM1-OPRD1 ag
Cc1ccc(/C=C/C(=O)O)cc1S(=O)(=O)N1CCc2ccccc2C1 | 87 | -1 | 1.5 | -1 | 0 | 12 | 2 | -16 | -2 | -2.0
COc1ccc(Cl)cc1NC(=O)Nc1cc(C)on1 | 101 | 1 | 1.0 | -10 | 0 | -24 | -1 | 5 | -4 | 4.4
O=C(Cc1cccc2ccccc12)NCC(=O)Nc1ccccc1F | 92 | 3 | -2.0 | 0 | -1 | 12 | -1 | -7 | 2 | -2.3
COc1ccc2nc3oc(C(=O)N4CC(C)CC(C)C4)cc3cc2c1 (centres undefined) | 88 | 1 | -0.6 | 2 | . | -9 | -10 | -1 | -1 | 1.8
Cc1ccc(-c2cc(C(=O)Nc3nn[nH]n3)c3ccccc3n2)c(C)c1 | 98 | -1 | 2.1 | 1 | . | 8 | 0 | 0 | -7 | -1.4
O=[N+]([O-])c1cccc(NC(=S)N2CCN(c3ccccn3)CC2)c1 | 105 | 4 | 1.9 | 3 | 8 | 6 | -8 | -16 | -3 | -1.2
O=C(NCCc1ccccc1)NC1CCCCC1 | 99 | -1 | -0.3 | -3 | . | 5 | -2 | 19 | -2 | -1.0
COc1ccc(CC(=O)Nc2cc(Cl)ccc2N2CCCC2)cc1 | 107 | 1 | -1.3 | 2 | -3 | -32 | -10 | -4 | -5 | 3.9
Cc1ccsc1/C=N/Nc1nc2ccccc2s1 | 107 | 0 | 0.4 | 1 | 61* | -38 | -8 | 30 | -7 | 5.6
CCCN(CC(=O)Nc1ccccc1OC)C(=O)CSc1nc(C)cc(C)n1 | 101 | -2 | -0.7 | 2 | 1 | 1 | -1 | 0 | -6 | -0.1
O=C(Nc1cccc(C(=O)O)c1)/C(=C\c1ccco1)NC(=O)c1ccccc1Cl | 99 | 2 | -4.0 | -3 | 0 | 3 | -10 | 18 | -4 | -0.5
Nc1nnc(SCC(=O)NCC(=O)Nc2ccc(F)c(F)c2F)s1 | 104 | -2 | 0.7 | -4 | 4 | 16 | -3 | -13 | 3 | -4.0
O=C(NCc1ccccc1)C(c1ccco1)N(C(=O)c1ccccn1)c1ccc(F)cc1 (centres undefined) | 98 | 3 | -0.5 | 0 | -1 | 12 | -16 | 8 | 0 | -2.0
Cc1ccc(/C(O)=C2/C(=O)C(=O)N(CCCn3ccnc3)C2c2cccnc2)cc1 (centres undefined) | 102 | -3 | -2.0 | 1 | 5 | 6 | -16 | 6 | -2 | -1.1
Cc1nc(SCC(=O)NNC(=O)c2cccs2)[nH]c(=O)c1C | 99 | 2 | 0.9 | -2 | -7 | 14 | -18 | 4 | 3 | -2.5
O=C(NCCc1nnc2ccccn12)c1cccs1 | 103 | 8 | 0.1 | 1 | 6 | 7 | 0 | 51 | 0 | -1.4
CCOC(=O)c1sc2nccc(N(C)C)c2c1N=CNOCc1ccccc1 | 105 | -4 | -5.6 | -3 | . | -8 | -1 | -3 | -2 | 1.6
COc1ccc(CNc2nc(S(=O)(=O)c3ccccc3)c(Cl)s2)cc1OC | 101 | 6 | -1.4 | -3 | -2 | -1 | -7 | 0 | -4 | 0.2
CC(=O)Nc1cc(C)nn1-c1nc2ccccc2s1 | 117 | -2 | 1.6 | -2 | 1 | 5 | -9 | 31 | 12 | -1.1
OCCNCCCOc1cc(Cl)ccc1Cl | 97 | -3 | -0.8 | 2 | -4 | 22 | -1 | -7 | 0 | -4.3
CC(=O)N1CCN(C(=O)c2cc(C)oc2C)CC1 | . | -1 | -2.9 | -3 | -2 | 7 | 0 | -12 | 1 | -1.7
COc1ccc(N2C(=O)CC(c3ccc([N+](=O)[O-])cc3)C2=O)cc1 (centres undefined) | 100 | -1 | -0.4 | -4 | 0 | 5 | -8 | -3 | -2 | -1.0
CC(=O)Nc1ccc(NC(=O)COC(=O)c2ccc(S(=O)(=O)NCc3ccco3)cc2)cc1 | 131 | 1 | -2.8 | -13 | -2 | 7 | -4 | -9 | 0 | -1.3
COc1ccc(NS(=O)(=O)c2ccc(Br)cc2)cn1 | . | 1 | 0.8 | -2 | -3 | 10 | 1 | 57* | -7 | -1.6
O=C(N/N=C/c1ccc2ccccc2c1)c1ccc(COc2ccc3c(c2)CCC3)o1 | 104 | 1 | 0.0 | -4 | . | 2 | 4 | 20 | -1 | -0.3
CCOc1ccccc1NC(=O)c1ccc2c(c1)C(=O)N(CC)C2=O | 110 | 3 | -0.7 | -1 | 0 | 8 | 0 | 13 | 3 | -1.6
COc1ccc(N2CCN(Cc3nc(N)nc(Nc4ccc(C)c(Cl)c4)n3)CC2)cc1 | 100 | -2 | -0.9 | 2 | 1 | -25 | -9 | -2 | -3 | 5.0
CC(C)Cc1ccc(CN2CCCC(NC(=O)c3ccnn3C)C2)cc1 (centres undefined) | 102 | 1 | -0.6 | 7 | 0 | 0 | -2 | -13 | -1 | 0.1
CC(C)(C)/C(O)=C/c1nc2ccccc2oc1=O | 93 | -3 | 1.2 | 4 | 2 | -9 | -6 | 4 | 7 | 1.8
Cc1ccc(C)c2c(N)c3c(nc12)CCCCC3 (tested in a mixture with another compound) | 94 | -1 | -0.4 | 0 | -3 | 14 | 5 | 27 | -4 | -2.6
Cc1nn(Cc2ccc(Cl)cc2)c(C)c1NC(=O)c1cc(-c2ccc3c(c2)OCO3)on1 | 101 | -3 | 1.4 | 0 | . | -1 | -10 | -6 | 1 | 0.2
O=C(CCC(=O)c1ccc(Br)cc1)Nc1cccnc1 | 103 | 0 | -1.7 | -3 | -3 | 6 | 7 | -1 | 4 | -1.2
CC(C)NC(=O)Cn1c(SCC(=O)c2ccc(F)cc2)nc2ccccc21 | . | -1 | 2.2 | -4 | -2 | . | -2 | 14 | 1 | .
O=C(Nc1ccc(-c2nc3ccccc3o2)cc1)c1ccc(N2C(=O)C3C4C=CC(C4)C3C2=O)cc1 (centres undefined) | 55* | 0 | -0.7 | -6 | -3 | -40 | 0 | 4 | -5 | 7.2
Cc1nnc(SCC(=O)Nc2cc(C(F)(F)F)ccc2Cl)n1C | 99 | 1 | -0.9 | -8 | -2 | 0 | -7 | -15 | 5 | -0.1
COc1ccc(NC(=O)CS(=O)(=O)c2cn(CC(=O)N3CCOCC3)c3ccccc23)cc1OC | . | -1 | 1.9 | 0 | -1 | -2 | 3 | 17 | -5 | 0.4
O=c1cc2n(c(=O)[nH]1)CCC1=C2CCCC1 | 81 | 1 | 3.9 | 2 | -1 | 14 | -4 | 47 | 1 | -2.4
CSCC(C)N1CCC(CCC(=O)NC2CC2)CC1 (centres undefined) | 110 | -1 | -3.3 | -3 | -2 | 20 | -5 | 6 | 2 | -3.9
COc1ccc(-c2nnc3n2CCCCC3)cc1 | 105 | -4 | 1.5 | 2 | 1 | 14 | 5 | 25 | -1 | -2.6
c1ccc(-c2nnc(OCC3CCCO3)c3ccccc23)cc1 (centres undefined) | 99 | 6 | -0.1 | -1 | -1 | 18 | -1 | 28 | -2 | -3.5
O=C(NCCc1ccccc1)C1CCC(=O)N(CCCN2CCCC2=O)C1 (centres undefined) | 108 | 4 | -0.5 | 0 | 0 | 15 | -1 | 3 | -1 | -2.9
CC1Cc2ccccc2N1C(=O)COc1nc2ccccc2nc1N1CCOCC1 (centres undefined) | . | 1 | 1.2 | -2 | . | -4 | -11 | 9 | 1 | 0.9
COc1cccc(OC)c1C(=O)N1CCOCC1 | 97 | -4 | 1.3 | -4 | . | 1 | -1 | 6 | 0 | -0.1
CSc1ccc(CN2CCN(Cc3ccccc3)C(CCO)C2)cc1 (centres undefined) | 95 | 2 | -1.1 | -1 | 16 | -11 | -8 | 7 | 2 | 2.2
